SRC3 inh – human NCOA3 inhibition | Q9Y6Q9 | HEK293 GAL4-SRC3 luciferase reporter, luminescence | inhibition, % at 3.6 µM | hit rate 0.17% among 360,000 | AID 588352;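 active = inhibition above a per-campaign cutoff, the mean of all compounds plus 3 SD, cut at about 60% in these data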;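 note: 0% = DMSO-treated cells and 100% = gossypol-treated cells at 36 µM; higher means less SRC3-driven luciferase light from the GAL4 reporter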
Target sequence (Q9Y6Q9 whole entry, looked up, the tested form may be a part): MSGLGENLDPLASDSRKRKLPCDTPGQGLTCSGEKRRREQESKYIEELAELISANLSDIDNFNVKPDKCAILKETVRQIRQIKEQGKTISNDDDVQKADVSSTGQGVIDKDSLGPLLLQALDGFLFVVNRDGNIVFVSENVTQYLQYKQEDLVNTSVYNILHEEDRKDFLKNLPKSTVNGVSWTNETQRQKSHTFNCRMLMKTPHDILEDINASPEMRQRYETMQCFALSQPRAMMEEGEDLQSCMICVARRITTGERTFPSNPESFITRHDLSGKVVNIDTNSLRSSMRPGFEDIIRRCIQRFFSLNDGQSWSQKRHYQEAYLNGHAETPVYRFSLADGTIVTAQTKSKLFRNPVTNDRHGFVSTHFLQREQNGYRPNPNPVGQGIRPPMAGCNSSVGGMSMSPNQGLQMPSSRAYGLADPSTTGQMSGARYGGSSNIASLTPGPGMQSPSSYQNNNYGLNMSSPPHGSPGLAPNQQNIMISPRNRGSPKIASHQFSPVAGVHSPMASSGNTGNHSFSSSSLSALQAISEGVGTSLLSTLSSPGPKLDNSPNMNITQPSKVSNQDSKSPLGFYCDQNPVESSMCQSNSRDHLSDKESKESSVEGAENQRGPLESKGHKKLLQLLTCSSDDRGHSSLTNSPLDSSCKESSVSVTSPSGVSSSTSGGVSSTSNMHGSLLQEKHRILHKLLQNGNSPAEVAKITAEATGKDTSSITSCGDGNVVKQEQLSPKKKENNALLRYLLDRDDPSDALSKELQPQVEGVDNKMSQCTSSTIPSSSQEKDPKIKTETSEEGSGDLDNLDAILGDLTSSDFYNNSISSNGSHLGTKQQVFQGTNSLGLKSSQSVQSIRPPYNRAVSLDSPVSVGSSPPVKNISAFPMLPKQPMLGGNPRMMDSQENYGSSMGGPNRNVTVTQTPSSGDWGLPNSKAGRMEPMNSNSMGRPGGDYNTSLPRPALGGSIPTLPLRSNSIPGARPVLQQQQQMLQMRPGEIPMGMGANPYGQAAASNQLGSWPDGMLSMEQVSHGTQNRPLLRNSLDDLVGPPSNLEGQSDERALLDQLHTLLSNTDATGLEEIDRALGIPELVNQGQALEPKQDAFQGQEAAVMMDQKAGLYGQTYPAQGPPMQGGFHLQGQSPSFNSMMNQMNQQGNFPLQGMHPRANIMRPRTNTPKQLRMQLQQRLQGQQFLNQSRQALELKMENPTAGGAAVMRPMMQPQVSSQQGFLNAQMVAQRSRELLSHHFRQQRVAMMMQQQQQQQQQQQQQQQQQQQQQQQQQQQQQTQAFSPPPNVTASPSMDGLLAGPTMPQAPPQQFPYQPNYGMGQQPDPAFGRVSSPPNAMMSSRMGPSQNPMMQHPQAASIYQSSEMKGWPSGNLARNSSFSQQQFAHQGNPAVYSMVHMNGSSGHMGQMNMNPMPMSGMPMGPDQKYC
NOD2 RIPK2 PPI – NOD2-RIPK2 protein interaction inhibition; inhibition, % at 4.98 µM; hit rate 0.38% among 360,000; CHO BLA complementation NOD2-RIPK2, CCF4 ratio; in the data active = inhibition above about 21%;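 note: 0% = vehicle only and 100% = reference blocker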
TLR9-MyD88 inh – blocks human TLR9 binding to MyD88; CHO BLA complementation TLR9-MyD88, CCF4 FRET ratio; inhibition, % at 4.98 µM; hit rate 0.21% among 340,000;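 active = inhibition above the mean over all tested compounds plus 3 SD, cut at about 21% in these data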;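 note: 0% = DMSO only wells and 100% = clavulanate BLA inhibitor control wells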
EBV LMP1 NFkB – Epstein-Barr LMP1 NF-kappaB reporter inhibition; LMP1-induced NF-kappaB luciferase reporter cells, luminescence; inhibition, % at 12.5 µM; hit rate 0.69% among 350,000; AID 504558; in the data active = inhibition above about 41%;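 note: 0% = neutral control wells and 100% = reference inhibitor control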
NR2F2 inh – NR2F2 (human) inhibition, primary screen; P24468; HEK293T NGFI-A luciferase reporter, luminescence; inhibition, % at 8.6 µM; hit rate 0.7% among 370,000; AID 686940;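 active = inhibition above a per-plate cutoff, mean inhibition of test wells between control levels plus 3 SD, cut at about 38% in these data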;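 note: cells cotransfected with COUP-TFII expression vector driving the NGFI-A reporter; 0% = median of COUP-TF2 test wells and 100% = reporter-only cells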
LRH-1 inv ag – NR5A2 inverse agonism in reporter assay. O00482. HEK293T StAR-luciferase reporter, LRH-1 transfected, 24 h. inhibition, % at 3.6 µM. hit rate 0.13% among 360,000;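 active = inhibition above the mean inhibition of all tested compounds plus 3 SD, cut at about 73% in these data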;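 note: 0% = DMSO wells and 100% = reporter-only cells lacking LRH-1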
TROY signal inh – TROY signaling inhibition | Q293 LMP1-TROYcd NF-kB luciferase reporter, 4 h | hit rate 0.98% among 360,000 | inhibition, % at 10 µM | AID 1347056;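 active = compounds whose plate-normalised and pattern-corrected inhibition of the luciferase reporter signal at the single screening dose is 50% or more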
SRC1 inh – inhibitors of human steroid receptor coactivator 1 (SRC1); Q15788; HEK293 GAL4-SRC1 luciferase reporter, luminescence; inhibition, % at 3.6 µM; hit rate 0.12% among 360,000;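 active = inhibition above the campaign mean plus 3 SD, with each screening campaign given its own cutoff, cut at about 60% in these data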;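 note: 0% = DMSO treated cells and 100% = gossypol at 36 µM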
C8 TRAIL sens – caspase-8 TRAIL sensitization; NB7+C8 cells + TRAIL, ATPlite viability luminescence; inhibition (viability loss, TRAIL sensitization), % at 10 µM; hit rate 1% among 360,000; AID 624354;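 active = compounds causing at least 50% loss of cell viability in the single-dose screen, relative to plate controls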
NCOA2 inhibitor – inhibits human steroid receptor coactivator 2. Q15596. HEK293 GAL4-SRC2 luciferase reporter, luminescence. inhibition, % at 9 µM. hit rate 0.17% among 370,000;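 active = inhibition above the mean inhibition of all tested compounds plus 3 SD, set per campaign, cut at about 52% in these data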;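 note: 0% = DMSO treated cells and 100% = cells given Gossypol at 36 µM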
Vif inh – inhibitors of HIV Vif | inhibition, % at 7.49 µM | AID 602346 | HEK293T cells, Vif self-association by quenched fluorescence, imaging, 24 h | hit rate 0.35% among 340,000; in the data active = inhibition above about 50%, passing the limit was not always enough; note: some results filed as inactive read as strong as hits
The depositor's hits bear a star; nt = no result given.

entry	SMILES	SRC3 inh	NCOA2 inhibitor	NOD2 RIPK2 PPI	SRC1 inh	NR2F2 inh	C8 TRAIL sens
1	CCN1C(=O)[C@H]2[C@@H](c3ccc(Cl)cc3)N3C(=O)CN(Cc4ccccc4)C(=O)[C@@]3(C)[C@H]2C1=O	-12	10	17	-6	0	3
2	CC(C)NC(=O)c1nc2c(nnn2Cc2cccc(Cl)c2)c(=O)[nH]1	-3	-16	8	-2	-1	-16
3	Cc1nc2nc(SCC(=O)NCc3ccco3)nn2c(C)c1Cc1ccccc1	9	1	-1	3	-3	10
4	CCOC(=O)N1CCN(C(=S)Nc2ccc(C)cc2C)CC1	-8	11	7	3	8	-1
5	CC[C@@H](C)C(NC(=O)OC(C)(C)C)c1cn([C@@H](Cc2ccc(O)cc2)C(=O)N2CCN(C(=O)OC(C)(C)C)CC2)nn1 (some centres undefined)	19	5	-5	1	1	-17
6	COc1cc(/C=N/n2nnnc2N)ccc1OC(C)=O	-1	-50	6	2	-6	-26
7	COc1cc(NC(=O)C(=O)N2CCN(C)CC2)c(OC)cc1Cl	7	-11	2	3	-10	8
8	COc1ccc(NC(=O)COC(=O)/C=C/c2cnc3ccccc3n2)cc1	8	-13	9	1	11	9
9	CCC(C(=O)OCC(=O)Nc1c(Cl)cccc1Cl)c1ccccc1 (centres undefined)	-1	11	7	11	3	-7
10	CCCCn1nc(C(=O)Nc2cccc(C(=O)NC3CC3)c2)c2ccccc2c1=O	-3	-21	3	-28	1	19
11	COc1cc(OC)cc(C(=O)NCC(C)NC(=O)c2cc(OC)cc(OC)c2)c1 (centres undefined)	13	16	0	-9	8	-1
12	COC(=O)N/N=C/c1ccccc1	-1	-31	-1	-48	-14	-5
13	COc1ccc(S(=O)(=O)N[C@@H](CC(C)C)C(=O)O)cc1	-13	13	-8	-10	9	-13
14	CC(Sc1ncnc2sccc12)C(=O)Nc1ccc(S(N)(=O)=O)cc1 (centres undefined)	1	-3	-4	9	-1	-9
15	CN(C)S(=O)(=O)c1cccc(NC(=O)c2ccc(OC(F)(F)F)cc2)c1	17	-4	-13	8	29	20

entry	Vif inh	TLR9-MyD88 inh	EBV LMP1 NFkB	LRH-1 inv ag	TROY signal inh
1	-3	10	-6	14	-2
2	-1	-8	-3	15	28
3	3	2	0	-10	10
4	-3	8	-10	9	-1
5	nt	2	-4	-6	-11
6	-7	-3	1	-11	18
7	-5	4	-5	3	11
8	4	-4	-5	7	-13
9	3	3	3	9	5
10	14	-1	6	7	-6
11	-3	1	-6	-8	-7
12	3	-6	2	-14	3
13	-2	-7	3	6	-8
14	-3	9	0	12	-7
15	-10	-6	15	-11	15

Remaining list, next part.
entry	SMILES	SRC3 inh	NCOA2 inhibitor	NOD2 RIPK2 PPI	SRC1 inh	NR2F2 inh	C8 TRAIL sens
16	Cc1ccc(C)c(C(C)NC(=O)CC#N)c1 (centres undefined)	16	-5	0	-2	3	-4
17	O=C(NN=C(Cc1ccccc1)Cc1ccccc1)c1ccccc1O	-20	-18	-11	-40	3	8
18	O=C(N/N=C\C=C\c1ccco1)c1cc(-c2ccc3ccccc3c2)n[nH]1	-38	-66	-1	-72	-51	11
19	Nc1cc(C(=O)OCC(=O)NC(c2ccccc2)c2ccccc2)ccc1Cl	5	-11	6	12	-8	-8
20	CC(C)(C)C(=O)Nc1ccc(-c2cn3ccsc3n2)cc1	-85	-41	1	-80	-22	90*
21	CCN(CC)S(=O)(=O)c1ccc(N2CCN(CCO)CC2)nc1	11	-8	-9	-6	3	-2
22	CSc1cc(-c2ccccc2)n(C)c(=O)c1C#N	23	9	-11	-17	-12	0
23	Cc1ccc(NC(=O)c2ccco2)cc1	-94	-27	-1	-105	-22	20
24	COc1cc2cc(CN(CCO)S(=O)(=O)c3ccccc3)c(=O)[nH]c2cc1OC	-2	-26	-4	-4	-9	-4
25	CN(C)S(=O)(=O)c1ccc(N2CCCC2)c(C(=O)Nc2ccc(Br)cc2F)c1	15	-33	-6	6	1	-9
26	COCCCn1c(SCC(=O)N2CCCC(C)C2)nnc1-c1ccco1 (centres undefined)	12	5	1	-12	-9	-10
27	Cc1cccc2c1cnn2C(=O)CCC(=O)N1CC(C)CC(C)C1 (centres undefined)	-1	15	9	-2	0	7
28	CCOc1ccc2nc(N=NC3=C(O)CC(C)(C)CC3=O)sc2c1	-10	0	8	-22	-11	34
29	CCOC(=O)CNC(=O)CCc1nnc2ccc(N3CCC(C)CC3)nn12	-3	-8	-7	-2	9	2
30	O=C(COC(=O)c1ccc(Cl)nc1)Nc1cc(S(=O)(=O)N2CCOCC2)ccc1Cl	-17	7	0	-36	-17	4

entry	Vif inh	TLR9-MyD88 inh	EBV LMP1 NFkB	LRH-1 inv ag	TROY signal inh
16	-3	3	8	-10	9
17	6	nt	-2	-47	-14
18	6	2	-29	-177	-30
19	-6	16	1	7	9
20	24	-3	27	-177	48
21	1	6	0	5	10
22	6	8	2	28	12
23	7	-4	-8	-97	-58
24	8	-5	9	-8	-5
25	-3	7	3	13	-12
26	7	-6	-4	-2	-4
27	-5	5	5	1	-1
28	3	-9	-3	2	-4
29	-4	-1	3	-1	-10
30	-1	4	-8	11	-18

(list continues)
entry	SMILES	SRC3 inh	NCOA2 inhibitor	NOD2 RIPK2 PPI	SRC1 inh	NR2F2 inh	C8 TRAIL sens
31	CCC(C)(C(=O)NC1CCCCC1)N(Cc1cccs1)C(=O)Cc1cccs1 (centres undefined)	5	-13	-13	-1	-2	16
32	Cc1ccnc(NC(=O)C2CCCN(S(=O)(=O)c3ccc4[nH]c(=O)ccc4c3)C2)c1 (centres undefined)	-43	-5	-6	-6	-11	-12
33	FC(F)(F)c1ccccc1NC(=S)N1CCCC1	25	3	-6	23	3	-23
34	CCC(=O)NC(Nc1nc2ccc(C)cc2s1)(C(=O)OC)C(F)(F)F (centres undefined)	-6	-21	-14	-9	-23	1
35	O=C(NCCC1CCCCN1S(=O)(=O)c1ccc(F)cc1)C(=O)NC1CC1 (centres undefined)	11	-6	-2	4	11	1
36	CC(C)(C)c1ccccc1NC(=O)Nc1nc(C(N)c2ccccc2)cs1 (centres undefined)	0	-6	5	-2	9	-7
37	O=C(CSc1nc2c(c(=O)[nH]1)CCC2)Nc1cccc(Cl)c1	23	-15	-2	-7	7	-5
38	CCOc1ccc2c(c1)nc(SCC(=O)c1cccs1)n2C	-32	-13	3	-50	-27	13
39	CCOc1ccc(-c2ccc(/C=C3/C(=N)N4C(C)=CSC4=NC3=O)o2)c([N+](=O)[O-])c1	4	-33	-1	-5	6	-7
40	COc1ccc(C(=O)NC2(C(F)(F)F)C(=O)Nc3c2c(=O)[nH]c(=O)n3CCc2ccc(OC)c(OC)c2)cc1 (centres undefined)	-5	-9	-13	4	5	-7
41	O=C(O)c1cc(NCc2c(F)cccc2Cl)ccc1N1CCOCC1	14	1	-10	-9	1	9
42	O=C(CNC(=O)C12CC3CC(CC(C3)C1)C2)OCc1cc(=O)n2cc(Br)ccc2n1	12	-17	-8	2	-9	-1
43	COc1ccc(S(=O)(=O)N(C)C[C@H]2Oc3ccc(NC(=O)C4CC4)cc3C(=O)N([C@H](C)CO)C[C@@H]2C)cc1	30	-1	-8	2	5	-5
44	CCOC(=O)c1cc(NC(=O)N(CC)C2CCCCC2)c(C)nc1C	9	nt	-3	-2	nt	1
45	COc1ccccc1N1CCN(C(=O)[C@@H]2CCCN2C2=NS(=O)(=O)c3ccccc32)CC1	15	2	-10	2	-5	-35
46	Cc1ccnc(NS(=O)(=O)c2ccc(NC(=O)Cc3cccs3)cc2)n1	7	nt	-9	-3	nt	8
47	COc1cccc(NC(=O)CNCc2ccccc2)c1	-10	-27	4	-18	-12	1

entry	Vif inh	TLR9-MyD88 inh	EBV LMP1 NFkB	LRH-1 inv ag	TROY signal inh
31	0	-7	-11	4	1
32	3	1	5	-3	8
33	-4	8	-1	-7	0
34	nt	-10	3	1	-19
35	nt	-7	-10	15	-25
36	-8	nt	nt	-19	-11
37	-5	-8	-7	13	8
38	23	3	-9	-34	-28
39	0	-6	1	6	7
40	4	1	9	0	8
41	-2	4	1	10	4
42	2	-13	2	1	19
43	0	0	-1	7	-4
44	-4	2	11	4	1
45	1	-1	6	12	0
46	8	-14	-1	-8	17
47	3	6	-8	-24	-50

Compounds from the list above containing an aryl thioether with sulfur outside any ring:
entry	SMILES	SRC3 inh	NCOA2 inhibitor	NOD2 RIPK2 PPI	SRC1 inh	NR2F2 inh	C8 TRAIL sens
3	Cc1nc2nc(SCC(=O)NCc3ccco3)nn2c(C)c1Cc1ccccc1	9	1	-1	3	-3	10
14	CC(Sc1ncnc2sccc12)C(=O)Nc1ccc(S(N)(=O)=O)cc1 (centres undefined)	1	-3	-4	9	-1	-9
22	CSc1cc(-c2ccccc2)n(C)c(=O)c1C#N	23	9	-11	-17	-12	0
26	COCCCn1c(SCC(=O)N2CCCC(C)C2)nnc1-c1ccco1 (centres undefined)	12	5	1	-12	-9	-10
37	O=C(CSc1nc2c(c(=O)[nH]1)CCC2)Nc1cccc(Cl)c1	23	-15	-2	-7	7	-5
38	CCOc1ccc2c(c1)nc(SCC(=O)c1cccs1)n2C	-32	-13	3	-50	-27	13

entry	Vif inh	TLR9-MyD88 inh	EBV LMP1 NFkB	LRH-1 inv ag	TROY signal inh
3	3	2	0	-10	10
14	-3	9	0	12	-7
22	6	8	2	28	12
26	7	-6	-4	-2	-4
37	-5	-8	-7	13	8
38	23	3	-9	-34	-28

Screens from PubChem BioAssay.

The list is partial, so the mix of outcomes need not match the whole.
